Bioassay records: PubChem BioAssay, Dana-Farber Cancer Institute and Novartis Institutes for BioMedical Research (Cambridge, Mass)
USP10 block – inhibitors of human USP10 deubiquitinase; Q14694; purified USP10, Ub-rhodamine fluorescence, 60 min; inhibition, % at 20 µM; 47,000 compounds, 1.1% hits
USP8 inh – blocks human USP8 ubiquitin-rhodamine cleavage; P40818; purified USP8, Ub-rhodamine cleavage fluorescence, 30 min; inhibition, % at 20 µM; 47,000 compounds, 4.2% hits
UCHL1 block – inhibitors of human UCHL1 deubiquitinase; purified UCHL1, Ub-rhodamine cleavage fluorescence; 47,000 compounds, 0.2% hits; P09936; AID 1645859; inhibition, % at 20 µM
USP7 block – human USP7 deubiquitinase inhibition | inhibition, % at 20 µM | purified USP7, Ub-rhodamine cleavage fluorescence | Q93009 | 47,000 compounds, 0.3% hits
Target sequence (Q93009 whole entry, looked up): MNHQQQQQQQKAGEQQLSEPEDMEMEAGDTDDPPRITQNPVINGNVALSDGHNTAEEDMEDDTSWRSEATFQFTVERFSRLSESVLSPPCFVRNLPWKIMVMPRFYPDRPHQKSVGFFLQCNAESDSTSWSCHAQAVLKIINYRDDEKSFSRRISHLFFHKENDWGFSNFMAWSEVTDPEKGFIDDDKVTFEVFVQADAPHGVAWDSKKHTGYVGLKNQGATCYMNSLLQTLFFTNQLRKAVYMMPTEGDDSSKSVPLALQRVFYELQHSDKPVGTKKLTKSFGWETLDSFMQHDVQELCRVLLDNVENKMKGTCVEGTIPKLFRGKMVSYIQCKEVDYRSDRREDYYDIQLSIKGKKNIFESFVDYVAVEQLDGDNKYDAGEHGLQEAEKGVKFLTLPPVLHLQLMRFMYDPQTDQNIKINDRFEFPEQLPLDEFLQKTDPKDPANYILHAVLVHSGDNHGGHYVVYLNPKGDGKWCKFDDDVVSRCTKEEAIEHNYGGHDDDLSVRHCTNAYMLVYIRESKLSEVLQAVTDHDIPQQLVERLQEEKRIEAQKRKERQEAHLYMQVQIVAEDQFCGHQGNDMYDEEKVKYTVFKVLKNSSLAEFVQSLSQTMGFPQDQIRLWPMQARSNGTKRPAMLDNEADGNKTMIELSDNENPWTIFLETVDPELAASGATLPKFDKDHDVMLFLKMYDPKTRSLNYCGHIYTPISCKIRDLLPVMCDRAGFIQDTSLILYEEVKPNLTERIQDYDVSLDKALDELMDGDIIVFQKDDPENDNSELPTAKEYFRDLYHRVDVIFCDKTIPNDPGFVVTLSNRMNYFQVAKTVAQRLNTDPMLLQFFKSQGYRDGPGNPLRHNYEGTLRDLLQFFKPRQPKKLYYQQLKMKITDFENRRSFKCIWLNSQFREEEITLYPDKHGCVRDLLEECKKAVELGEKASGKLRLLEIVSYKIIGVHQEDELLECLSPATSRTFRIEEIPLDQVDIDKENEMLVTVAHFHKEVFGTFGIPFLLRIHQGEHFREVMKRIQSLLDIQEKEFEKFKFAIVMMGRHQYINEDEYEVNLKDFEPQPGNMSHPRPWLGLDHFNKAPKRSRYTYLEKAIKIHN
USP30 block – inhibitors of human USP30 deubiquitinase; purified USP30, Ub-rhodamine cleavage fluorescence; inhibition, % at 25 µM; Q70CQ3; 47,000 compounds, 5.3% hits
USP17 block – blocks human USP17 ubiquitin-rhodamine cleavage; purified USP17, Ub-rhodamine cleavage fluorescence, 3 h; 47,000 compounds, 6.5% hits; A8MUK1; inhibition, % at 50 µM
OTUD3 block – human OTUD3 deubiquitinase inhibition; 47,000 compounds, 0.7% hits; inhibition, % at 25 µM; AID 1645858; purified OTUD3, Ub-rhodamine fluorescence, 2 h
USP28 inh – blocks human USP28 ubiquitin-rhodamine cleavage. Q96RU2. purified USP28, Ub-rhodamine cleavage fluorescence, 30 min. inhibition, % at 25 µM. 47,000 compounds, 3% hits. AID 1645857
* hit, by the source's call; . = no result given. Rule as the data show it: active = inhibition above about 30%; inactive = the rest.

SMILES,USP10 block,USP8 inh,UCHL1 block,USP7 block,USP30 block,USP17 block,OTUD3 block,USP28 inh
O=C(NCc1ccc(F)cc1)c1cn[nH]c1-c1ccc([N+](=O)[O-])cc1,4,-71,1,-147,21,0,-4,4
COc1cccc(C(=O)Nc2ccccc2C(=O)NCCc2ccccc2)c1,10,-2,8,14,49*,29,10,13
CCC(CO)NC(=O)c1nc(Cc2c[nH]c3ccccc23)no1 (stereo not given),-13,29,-9,-7,-90,-7,-13,-19
Cc1ccc(S(=O)(=O)N2CCN(C(=O)N3CCOCC3)C2)cc1,0,-4,-5,-1,2,0,-9,-4
CC1Cc2ccccc2N1Cc1cc[nH]c(=O)c1 (stereo not given),-9,45*,-18,-37,-311,-34,-63,-85
CCOc1ccc(CC(=O)N2CCC3(CC2)NCCc2[nH]cnc23)cc1,-3,25,-2,0,-19,6,-8,7
Cc1cccc(C(=O)Nc2c(NC3CCCCC3)c3ccccc3oc2=O)c1,6,24,4,8,21,10,14,7
CCOc1ccc(C(=O)Oc2cc(N)n(S(=O)(=O)c3ccc(Cl)cc3)n2)cc1,13,0,4,9,25,22,23,20
CCOC(=O)CN(C(=O)c1ccc(-c2ccccc2)[nH]1)C(C(=O)NC1CCCCC1)c1ccc(F)cc1 (stereo not given),-6,-8,1,-2,-110,-15,-22,-20
Cc1cc(NC(=O)CSc2nc3c(cnn3-c3ccc(F)cc3)c(=O)[nH]2)no1,11,-29,2,6,21,2,19,-1
CSc1ccc(CN(C)Cc2cc(=O)oc3c(C)c(C)ccc23)cc1,7,5,4,12,9,12,7,8
COc1cc2[nH]c(=O)n(Cc3ccc(C(=O)NCCCN4CCN(c5ccccc5F)CC4)cc3)c(=O)c2cc1OC,-4,8,3,12,24,3,9,3
Cc1cc(-c2cncnc2C2CCN(CC(=O)Nc3nnc(C)s3)CC2)on1,0,0,0,2,5,-7,-5,-8
N#Cc1cccc(C(=O)NCc2noc(Cc3ccccc3)n2)c1,1,3,0,-6,0,-23,-7,0
Fc1ccc(CNc2cc(-n3ccnc3)ncn2)c(F)c1,-4,-103,-23,-25,-173,-58,-39,-12
O=C(NCC1CC1)[C@H]1C[C@@H]2CN(S(=O)(=O)c3ccccc3)C[C@H]1O2,-1,-80,-1,0,-10,-14,-7,-8
COc1cn(-c2ccc(F)cc2)nc1C(=O)Nc1ccc(F)c(F)c1,12,4,4,4,32*,35*,5,4
CCN1CC[C@@]2(C(=O)Nc3ccccc3)CCN(S(=O)(=O)Cc3ccccc3)CC[C@@H]12,2,0,2,-2,5,-2,0,6
Cc1ccccc1[C@H]1C[C@@H](O)[C@@H](O)[C@@H]1NC(=O)COc1ccccc1,0,23,2,1,39*,21,15,15
O=C(NC1CCCCC1)C(c1ccc(F)cc1)N(CCCN1CCOCC1)C(=O)c1ccc(-c2ccccc2)[nH]1 (stereo not given),-7,-15,-3,0,-42,-16,-7,-18
CC(C(=O)Nc1cc(F)ccc1F)n1nc(-c2ccccc2)c2cc(Cl)ccc21 (stereo not given),5,20,5,8,24,22,15,10
Cn1c(NC(=O)c2ccccc2)c(-c2ccccn2)c(=O)c2ccccc21,-7,15,-4,-2,11,30,-5,0
COc1ccc(N(CC(=O)NC2CCCCCC2)S(=O)(=O)c2ccc(Cl)cc2)cc1,6,22,2,6,27,16,13,14
O=C(N1CCOCC1)N1CCC2(C1)c1ccccc1S(=O)(=O)N2CC1CC1 (stereo not given),0,14,1,2,2,1,13,5
CCCCCCCCCc1cc(OC(=O)c2c(CCCCCCCCC)cc(O)cc2O[C@@H]2O[C@H](CO)[C@@H](O)[C@H](O)[C@H]2O)cc(O)c1C(=O)O,97*,95*,84*,100*,104*,100*,101*,101*
CCN1CCN(C(=O)C2CCN(Cc3ccccc3O)CC2)CC1,0,4,-3,4,-10,-3,-9,-2
O=C(CSc1nc2ncc(Cl)cc2[nH]1)Nc1ccc(OCc2ccccc2)cc1,11,-5,-1,-27,-58,38*,0,-14
CCN(CC)c1ccc2nnc(CCC(=O)NC3CCCC3)n2n1,0,3,1,0,22,9,7,14
COc1cc(C(=O)[C@@H]2[C@@H]3CCCN3[C@]3(C(=O)Nc4c(Cl)cccc43)[C@@]23C(=O)Nc2ccccc23)cc(OC)c1OC,-1,2,1,2,-24,1,0,-4
CCc1nccn1-c1cccc(C2CCN(S(=O)(=O)N(C)C)CC2)n1,0,1,-1,2,11,0,1,-6

Ordered by molar mass (smallest number first): 11 of the compounds above
SMILES,USP10 block,USP8 inh,UCHL1 block,USP7 block,USP30 block,USP17 block,OTUD3 block,USP28 inh
CCN1CCN(C(=O)C2CCN(Cc3ccccc3O)CC2)CC1,0,4,-3,4,-10,-3,-9,-2
Cc1ccccc1[C@H]1C[C@@H](O)[C@@H](O)[C@@H]1NC(=O)COc1ccccc1,0,23,2,1,39*,21,15,15
COc1cn(-c2ccc(F)cc2)nc1C(=O)Nc1ccc(F)c(F)c1,12,4,4,4,32*,35*,5,4
Cn1c(NC(=O)c2ccccc2)c(-c2ccccn2)c(=O)c2ccccc21,-7,15,-4,-2,11,30,-5,0
CCc1nccn1-c1cccc(C2CCN(S(=O)(=O)N(C)C)CC2)n1,0,1,-1,2,11,0,1,-6
O=C(N1CCOCC1)N1CCC2(C1)c1ccccc1S(=O)(=O)N2CC1CC1 (stereo not given),0,14,1,2,2,1,13,5
O=C(CSc1nc2ncc(Cl)cc2[nH]1)Nc1ccc(OCc2ccccc2)cc1,11,-5,-1,-27,-58,38*,0,-14
CCN1CC[C@@]2(C(=O)Nc3ccccc3)CCN(S(=O)(=O)Cc3ccccc3)CC[C@@H]12,2,0,2,-2,5,-2,0,6
COc1ccc(N(CC(=O)NC2CCCCCC2)S(=O)(=O)c2ccc(Cl)cc2)cc1,6,22,2,6,27,16,13,14
O=C(NC1CCCCC1)C(c1ccc(F)cc1)N(CCCN1CCOCC1)C(=O)c1ccc(-c2ccccc2)[nH]1 (stereo not given),-7,-15,-3,0,-42,-16,-7,-18
CCCCCCCCCc1cc(OC(=O)c2c(CCCCCCCCC)cc(O)cc2O[C@@H]2O[C@H](CO)[C@@H](O)[C@H](O)[C@H]2O)cc(O)c1C(=O)O,97*,95*,84*,100*,104*,100*,101*,101*

Remaining list, next part:
SMILES,USP10 block,USP8 inh,UCHL1 block,USP7 block,USP30 block,USP17 block,OTUD3 block,USP28 inh
CC(C)c1nc2oc3c(N4CCN(CCO)CC4)ncnc3c2c2c1CCC2,-1,-5,0,0,18,-14,-14,-23
O=C(Nc1cccc(S(=O)(=O)N2CCCC2)c1)c1ccc(OCc2ccccc2)cc1,11,4,2,6,3,-7,-8,26
O=C(COC(=O)CCc1ccc(S(=O)(=O)N2CCOCC2)cc1)Nc1ccc2c(c1)OCCO2,3,10,4,7,20,.,9,65*
O=C(Cn1c(=O)n(Cc2ccc(F)cc2)c(=O)c2ncccc21)Nc1ccccc1,0,14,4,-13,65*,24,5,16
Cn1c(CNC(=O)C2CCC2)nc2c1CN(C(=O)Cc1ccc(Cl)cc1)CC2,2,7,2,5,12,5,1,11
Cc1ccc(N2CCCn3c2nc2c3c(=O)n(CCCc3ccccc3)c(=O)n2C)cc1,9,-22,-3,-5,14,0,6,1
CC(NCc1nnc(-c2ccc(C(C)(C)C)cc2)o1)c1ccccc1 (stereo not given),2,5,-2,-6,-71,-14,-11,-28
O=C1CC(O)C(O)C23OC12C1(Oc2cccc4cccc(c24)O1)C1OC1C3O (stereo not given),0,-6,-4,-3,-25,-14,-7,-3
CN1[C@@H](CCC(=O)N2CCOCC2)CNC(=O)[C@@H]2[C@H]1CCN2CC(C)(C)C,-2,0,-4,-1,0,-5,0,-1
CCc1cccc(NC(=O)c2cnc(N3CCN(C)CC3)nc2C)c1,-4,1,3,-2,3,-9,14,8
CCOC(=O)N1CCN(Cc2c(-c3ccccc3)nc3sccn23)CC1,3,-24,3,1,14,-11,5,7
O=C(COc1ccc(F)cc1)Nc1noc(-c2ccccc2)n1,2,24,2,6,74*,63*,-1,44*
NC(=O)C1(N2CCCCC2)CCN(c2c(-c3ccccc3)c(=O)c2=O)CC1,-1,-8,-3,-3,-12,-14,-7,-8
O=C(c1ccnnc1)N1CC[C@@H]2CN(Cc3cccc(Cl)c3)S(=O)(=O)[C@@H]2CC1,-2,5,0,1,8,5,7,9
Cc1ccc(S(=O)(=O)c2cnc3ccc(F)cc3c2N2CCCC2)cc1,7,23,7,13,37*,13,21,18
NC(=O)c1ccsc1NC(=O)COC(=O)c1ccc(Cl)c(Cl)c1,-10,-11,-6,-2,-124,-45,-26,-43
COc1cccc(-n2cc(C(=O)N3CCCC3)nn2)c1,1,10,5,3,6,6,10,5
Cc1cccc(C(=O)N[C@@H]2C[C@@H](Oc3cccc(F)c3)[C@H](O)[C@H]2O)n1,0,-3,3,0,-5,3,0,6
COc1ccc(CNC(=O)CN2C(=O)c3ccccc3C2c2c[nH]c3ccccc23)cc1 (stereo not given),-1,-8,-1,-2,0,6,-17,-7
Cc1cccc(NC(=O)C(=O)NCc2ccccn2)c1C,0,1,2,0,0,3,0,0
Cc1nc(N2CCN(C)CC2)ncc1-c1cc(=O)[nH]c(N2CCCC2)n1,0,0,0,0,-17,-9,-3,-9
CN1CCN(C(=O)c2cn(-c3ccc(-c4nc(C(C)(C)C)no4)cn3)cn2)CC1,-1,-2,-3,-2,-8,-9,-1,-2
CN(C(=O)CN1CCCCC1Cn1cccn1)C1(C#N)CCCCC1 (stereo not given),-4,11,-4,1,1,1,11,0
CC(=O)N1CCC2(CCCN(C(=O)Cn3nnc(-c4ccccc4)n3)C2)CC1,-1,-40,-3,0,-2,-16,-1,-7
O=C(c1cccc(C(F)(F)F)c1)N1CCSc2ccc(Cl)cc21,11,9,7,2,14,13,2,9
CC(C)n1cc(C(=O)N2CCc3nc4ccccc4c(=O)n3CC2)cn1,0,16,1,5,11,9,7,4
COc1cccc(CN2CCC3(Cc4ccccc4CNC3=O)C2)n1 (stereo not given),0,-29,1,0,0,-8,5,3
CCCS(=O)(=O)N1CCc2nc(N3CCc4ccccc4C3)[nH]c(=O)c2CC1,-3,0,3,6,-17,9,1,0
O=C(CSC1=NC2(CCCCC2)Nc2ccccc21)Nc1cccc(F)c1,2,0,2,-3,-47,-13,-12,-14
Cc1c(S(=O)(=O)N2CCCCC2)c(C)n(C)c1-c1nnc(C2CCC2)o1,2,3,-3,-9,4,-10,-1,-6
Cc1cc(C2CCCN2C(=O)Nc2cccc(Cl)c2)no1 (stereo not given),0,9,0,3,0,4,8,4
Cc1ccccc1NC(=O)N1CCC(CN2CCCC(C)C2)CC1 (stereo not given),-5,-6,-1,0,-32,-12,-7,-15
CS(=O)(=O)Nc1nc2ccc(C(=O)N3CCN(c4ccccn4)CC3)cc2s1,-7,-12,-7,-4,-8,-10,-6,-8
O=C(Nc1ccc(F)c(Cl)c1)C1CN(C(=O)c2cnccn2)C1,-1,1,-2,-33,.,-24,-8,.
CC(C)(C)c1ccc(N=C2C(=O)N(Cc3ccccc3)c3ccccc32)cc1,3,26,6,-7,23,2,3,15
COc1c2c(cc3c1C(c1nnnn1-c1ccccc1F)N(C)CC3)OCO2 (stereo not given),1,7,7,11,5,.,6,5
O=C(CN1C[C@@H](c2cccnc2)[C@@]2(CCCC(=O)N2)C1)NCCOc1ccccc1,-2,4,-1,0,-2,0,-4,-3
O=C(O)c1cccnc1N1CCCC1c1ccccc1 (stereo not given),-2,47*,0,0,-16,4,-6,-7
COc1ccc(CNC(=O)C2c3ccccc3CCN2C(=O)C2CC2)cc1 (stereo not given),2,0,0,-59,3,6,3,4
Cc1cccc(C(=O)N2CCc3cc(-c4csc(NC(=O)CNc5ccccc5)n4)ccc32)c1,8,30,2,-19,-40,31*,-7,-11
CN(C)C(=O)CN1CC[C@@H]2Oc3ccccc3S(=O)(=O)N(Cc3ccccc3)[C@H]2CC1,-6,7,-3,-19,-19,-17,1,4
CN1CC(=O)N(c2ccccc2)CC12CCN(C(=O)c1ccncc1)C2 (stereo not given),0,-19,1,-1,0,5,-1,-5
O=C1CC2(CCN(C(=O)c3ccc(F)cc3)CC2)Oc2ccccc21,-1,7,0,1,9,0,8,4
Cc1c(Cl)cccc1S(=O)(=O)N1CCN(c2nc3ccncc3n(C)c2=O)CC1,1,-18,4,9,20,1,4,11
N#Cc1ccc(NC(=O)Nc2ccc(OCc3ccccc3)cc2)cc1,7,22,0,9,17,34*,2,10
CNC(=O)c1ncn2c1CN(CCC(C)C)S(=O)(=O)c1ccccc1-2,0,2,0,-2,.,-8,2,.
CNc1cccc(C2CN(C(=O)CN3CCCCCC3=O)CCO2)n1 (stereo not given),1,-1,-2,1,4,8,3,4
O=C(Nc1cccc(OC(=O)c2ccc(Cl)cc2)c1)c1ccc(Cl)cc1,13,18,1,15,-3,63*,3,4
